Assay outcomes from PubChem.
Measles CPE: protection of cells from measles virus | protection (pct of control), % at 4 µM | Measles virus-infected cells, CPE protection, absorbance | AID 841 | actives 1.5% (n = 140,000); in the data active means protection mostly above about 24%, no sharp cut-off; inactive means mostly below about 26%; further: some compounds called inactive have numbers as strong as hits
Phagocyt inh: inhibitors of macrophage phagocytosis; J774A.1 macrophage IgG-bead phagocytosis, imaging; inhibition, % at 5 µM; actives 0.07% (n = 110,000); AID 1029;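 active means inhibition above the mean of the plate negative controls plus 5 SD, cut at about 13% in these data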;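 further: phagocytic index as fraction of beads internalized from green versus red external bead signal; plate controls were DMSO negative control for no effect and cytochalasin-D positive control for full effect; some results beyond the cut were filed as inactive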
Yeast life ext: yeast lifespan extension. S. cerevisiae growth with nicotinamide, OD615; deaD strain in restrictive glucose medium. actives 0.68% (n = 130,000). inhibition of the nicotinamide effect, % at 10 µM;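 active means inhibition above a set limit, placed 3 SD over the median of all compounds, cut at about 26% in these data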;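 further: 0% = nicotinamide-treated wells and 100% = cells grown without nicotinamide; some compounds called inactive have numbers as strong as hits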
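Assay system: DeaD-strain S. cerevisiae. Medium: CSMM-D glucose medium, restrictive. Reagent: nicotinamide, 1.5 mM, co-present with compound. Compound: 10 µM single point, 0.25% DMSO. Schedule: culture preincubation 4 h, compound exposure 48 h, both 30 °C. Detection: absorbance at 615 nm.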
GALR2 antag: antagonists of human galanin receptor 2 (GALR2) | actives 0.39% (n = 140,000) | GALR2-expressing cells, antagonist mode | O43603 | inhibition, % at 4 µM | AID 828; in the data active means inhibition above about 27%;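 further: cells stimulated with galanin 1-16 at roughly its EC80; 0% = agonist challenge control and 100% = basal control without agonist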
Target sequence (O43603 whole entry, looked up): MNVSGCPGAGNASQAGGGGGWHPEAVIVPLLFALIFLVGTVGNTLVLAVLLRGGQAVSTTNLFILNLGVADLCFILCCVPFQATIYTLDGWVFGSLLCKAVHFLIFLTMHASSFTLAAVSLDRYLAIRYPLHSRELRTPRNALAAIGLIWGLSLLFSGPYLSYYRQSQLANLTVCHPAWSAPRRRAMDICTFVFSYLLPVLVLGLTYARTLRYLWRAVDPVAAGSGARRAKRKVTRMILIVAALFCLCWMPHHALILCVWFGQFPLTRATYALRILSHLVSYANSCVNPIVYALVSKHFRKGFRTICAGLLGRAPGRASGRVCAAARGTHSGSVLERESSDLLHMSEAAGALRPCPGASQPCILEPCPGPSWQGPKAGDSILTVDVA
Yeast growth inh: chemicals that inhibit yeast BB579 growth in restrictive medium (lifespan-shortening candidates). S. cerevisiae BB579 growth, OD615, 48 h. inhibition, % at 10 µM. actives 0.51% (n = 140,000). AID 804;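 active means inhibition above a set limit, 3 SD over the mean compound inhibition, cut at about 44% in these data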; further: inactives centre near -24
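Test system: S. cerevisiae DeaD strain BB579 yeast; Medium: restrictive CSMM-D medium; Compound: one dose, 10 µM compound with 0.25% DMSO; Incubation: 4 h cell preincubation, 48 h compound exposure, 30 °C humidified; Signal: OD at 615 nm; Benchmarks: amphotericin B at 10 µg/mL as positive control.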
MRP-1 activ: MRP-1 activation; H69AR cells + doxorubicin, viability rescue, CellTiter-Glo; viability increase, % at 10 µM; actives 0.61% (n = 140,000);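 active means viability gain under doxorubicin at or above a set limit, the compound median plus 3 SD, cut at about 4.7% in these data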;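 further: MRP-1 overexpressing cells given doxorubicin 25 µM after compound pretreatment; 18-22 h compound pretreatment then 72 h with doxorubicin before readout; 0% = doxorubicin-only wells and 100% = vehicle-treated cells without doxorubicin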
E-sel TNF inh: TNF alpha driven E-selectin expression inhibition; HUVEC TNFa-induced E-selectin immunofluorescence, high content; inhibition, % at 2 µM; actives 0.71% (n = 120,000);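 active means inhibition above the batch mean plus 3 SD, and confirmed as a hit on visual image review, cut at about 43% in these data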;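 further: 0% = TNF-stimulated DMSO wells and 100% = unstimulated control wells; not every result past the cut was called active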
HCT116 bCat-KO: beta-catenin-lacking colon tumor cell growth suppression | HCT116 beta-catenin knockout viability, CellTiter-Glo, 60 h; stronger effect = lower value | viability, % at 10 µM | actives 1.5% (n = 140,000);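 active means viability at or under a set limit, the compound median less 4 SD, cut at about 6% in these data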;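 further: 0% = Hyamine 1622 control at 20 µM and 100% = untreated cell control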
NPY Y2 blocker: blocks the human neuropeptide Y Y2 receptor; NPY-Y2 expressing cells, antagonist mode; inhibition, % at 2.7 µM; actives 0.99% (n = 140,000); AID 793; in the data active means inhibition above about 17%;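 further: 0% = vehicle with agonist challenge and 100% = reference antagonist with challenge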
Target sequence (P49146 whole entry, looked up): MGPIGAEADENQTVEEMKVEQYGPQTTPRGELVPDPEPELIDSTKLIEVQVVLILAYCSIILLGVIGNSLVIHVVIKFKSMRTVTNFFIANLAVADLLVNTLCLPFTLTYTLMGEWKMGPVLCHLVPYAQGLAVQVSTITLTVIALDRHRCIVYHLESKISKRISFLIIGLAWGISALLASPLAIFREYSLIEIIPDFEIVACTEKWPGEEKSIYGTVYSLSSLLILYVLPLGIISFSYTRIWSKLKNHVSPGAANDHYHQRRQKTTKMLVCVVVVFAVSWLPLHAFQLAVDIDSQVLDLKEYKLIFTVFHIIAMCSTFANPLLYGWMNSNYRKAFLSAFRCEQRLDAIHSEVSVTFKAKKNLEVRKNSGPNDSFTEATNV
PTEN del growth: growth suppressors of cells with PTEN tumor suppressor deletion. HCT116 PTEN-null viability, CellTiter-Glo, 60 h; stronger effect = lower value. viability, % at 10 µM. actives 1.2% (n = 140,000). AID 827;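 active means viability at or below a set limit, 4 SD under the median of all tested compounds, cut at about 3.7% in these data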;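 further: PTEN knockout HCT116 line with beta catenin targeted HCT116 as companion control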
The depositor's hits bear a star; / = no result given.

no.	Structure	Measles CPE	Phagocyt inh	Yeast life ext	GALR2 antag	Yeast growth inh	MRP-1 activ	E-sel TNF inh	HCT116 bCat-KO	NPY Y2 blocker	PTEN del growth
1	CCOC(=O)CCc1c(C)c(C#N)c2nc3ccccc3n2c1-n1cnc2ccccc21	17	1	-4	-20	2	-1.3	-9	96	6	99
2	O=C(NCCN1C(=O)S/C(=C\c2ccccc2F)C1=O)C1CCN(S(=O)(=O)c2cccs2)CC1	8	5	5	3	-33	-3.2	0	88	15	89
3	CCNC(=O)CCSc1nc2cc(Cl)ccc2o1	10	/	/	21	-43	-0.6	-1	103	2	92
4	Cc1noc(C)c1CN1C(=O)NC2(CCCCCCC2)C1=O	7	0	2	-7	-81	-1.2	10	97	1	98
5	COc1ccc(C2c3c(oc4ccc(Cl)cc4c3=O)C(=O)N2Cc2ccco2)cc1OC (stereo not given)	10	-1	-5	12	-25	-4.3	-28	90	0	90
6	O=C(Cn1cc(C(=O)c2cccs2)c2ccccc21)NCC1CCCO1 (stereo not given)	4	0	-3	4	-38	-3.7	-14	92	-4	89
7	CCOC(=O)C1CCN(C(=O)Cn2cc(C(=O)C3CC3)c3ccccc32)CC1	10	0	-4	-10	-15	-2.0	-12	89	0	97
8	C=CCn1c(NCc2ccccc2)nc2ccccc21	12	/	-1	12	-49	-1.0	-10	94	0	94
9	N#Cc1cn(OCc2ccccc2)c(=O)[nH]c1=O	31*	-1	7	3	-56	4.6	/	96	3	102
10	O=C(CSc1nccn1-c1ccc(Cl)cc1)NCc1ccc2c(c1)OCO2	6	0	-3	12	-12	-3.6	-21	82	4	92
11	O=C(/C=C/c1ccc(Cl)cc1Cl)Nc1cccc(S(=O)(=O)NC2=NCCCCC2)c1	9	-2	-2	11	-37	-0.2	-17	79	-1	80
12	CN(C)CCOC(=O)C12CC3(C)CC(C)(CC(C)(C3)C1)C2	14	-2	2	5	-24	-0.9	12	93	1	113
13	Cc1ccc(S(=O)(=O)NCCC(=O)Nc2ccc(Cl)c(Cl)c2)cc1C	2	-11	-3	-4	-7	-3.0	-2	64	-3	60
14	Cc1noc(C)c1COc1cccc(C(=O)N2CCN(C/C=C/c3ccccc3)CC2)c1	9	3	-6	5	-50	-2.4	/	29	0	36
15	CCOC(=O)c1ccc(NS(=O)(=O)c2ccc3c(c2)oc(=O)n3C)cc1	7	/	-2	5	-20	-2.1	/	93	4	94
16	Cc1c(NC(=O)C23CC4CC(CC(C)(C4)C2)C3)c(=O)n(-c2ccccc2)n1C	5	/	-11	-2	-31	-1.6	2	95	-1	102
17	CC(C)(C)C1CCc2onc(C(=O)Nc3cccc(O)c3)c2C1 (stereo not given)	3	/	-2	-6	-50	-0.4	-11	124	3	104
18	COc1ccccc1Oc1coc2c(CN3CCN(C)CC3)c(O)ccc2c1=O	1	-1	-19	-10	-23	-4.5	-19	96	3	113
19	N#Cc1c2n(c3c(-c4ccccc4)ncnc13)CCC2	12	-3	-10	0	-11	-1.7	/	86	0	93
20	CSc1nnc(-c2ccc(NC(=O)CCc3ccccc3)cc2)n1C	3	1	-7	-4	-47	-1.5	13	94	0	95
21	O=C(CSc1ccccc1)NCc1cccnc1	40*	0	-15	0	-16	0.9	/	88	4	90
22	COc1ccc(C2C(C(=O)N3CCN(c4ccccc4)CC3)c3ccccc3C(=O)N2C)cc1 (stereo not given)	2	/	-5	-8	-17	-4.0	17	84	5	85
23	CCOc1ccc(C(=O)Nc2cccc(-c3nc4cccnc4o3)c2)cc1Cl	24	-1	-33	-6	-57	-3.5	-5	102	-2	94
24	O=C(O)CCCNS(=O)(=O)c1ccc(F)cc1	14	-2	-3	-9	-22	-1.7	/	87	5	92
25	CC(C)n1nc(C(=O)OCn2nnc3ccccc3c2=O)c2ccccc2c1=O	26	-15	-6	-3	-30	-2.1	-14	75	2	90
26	OC(C#CCN1CCOCC1)(c1ccccc1)C1CC1 (stereo not given)	11	/	-6	1	-52	-0.7	13	92	1	100
27	CCCNC(=S)Nc1ccc(Cl)cc1C	3	-3	3	1	-43	-1.5	/	99	1	102
28	CC(CN1CCOCC1)(NS(=O)(=O)c1ccccc1)c1ccccc1 (stereo not given)	6	-1	-12	3	26	-1.0	7	107	1	95
29	Cc1ccccc1CS(=O)(=O)Cc1ccc(C(=O)NCc2ccco2)o1	4	3	-11	-3	-57	-1.6	7	92	1	99
30	COC(=O)c1sccc1NC(=O)CCC1CCCCC1	1	/	/	2	-2	0.3	-19	91	6	83
31	CCCC1C2C(=O)N(c3ccccc3OC)C(=O)C2ON1c1ccccc1 (stereo not given)	7	0	-25	-9	-20	-1.9	/	86	3	79
32	CCOC(=O)N1CCC(NC(=O)c2ccc3c(c2)sc2nc(-c4cccc(OC)c4)cn23)CC1	21	/	-7	-4	-46	-4.3	/	58	0	53
33	CCOCCn1c(CN2CCN(c3cccc(Cl)c3)CC2)nc2c1c(=O)n(C)c(=O)n2C	2	1	-9	2	-51	-1.4	/	78	3	90
34	COc1cccc(/C=N/NC(=O)C(=O)Nc2ccccc2OC(F)(F)C(F)F)c1	6	-8	6	-9	-43	-0.1	/	93	2	92
35	Cc1[nH]nc2c1C(c1ccc(-c3ccccc3C#N)o1)C(C#N)=C(N)O2 (stereo not given)	18	0	-2	-2	-11	-1.7	/	68	3	75
36	CC1CC(c2ccccc2)n2nc(N3C(=O)c4ccccc4C3=O)nc2N1 (stereo not given)	27*	1	-5	1	-10	-1.6	2	100	-3	100
37	Cc1ccccc1-n1cc(C(=O)c2cc(Cl)ccc2O)cc(C#N)c1=O	5	/	-3	21	-34	-4.0	/	83	-1	77
38	O=C(CN1CCN(c2nc(-c3ccc(F)cc3)cs2)CC1)NCc1ccc2c(c1)OCO2	0	0	-13	-1	3	0.8	15	72	9	64
39	COC(=O)C(C)Sc1nc2c(c(=O)n(C)c(=O)n2C)n1Cc1cccc(C)c1 (stereo not given)	13	/	-9	-2	-26	-1.0	-7	89	5	104
40	O=C(CSc1nc2ccccc2o1)N1CCCC1	5	0	-10	4	-3	0.3	-34	107	2	101
41	O=C1CCc2cc(S(=O)(=O)N3CCN(c4cccc(C(F)(F)F)c4)CC3)ccc2N1	21	3	6	-15	-4	-5.3	12	36	2	38
42	CN(c1cccc(NC(=O)CCSc2ccccc2)c1)S(C)(=O)=O	4	1	1	8	-34	-3.5	4	95	6	94
43	CCOC(=O)N1CCC(NC(=O)C2CCN(S(=O)(=O)c3cccs3)CC2)CC1	4	44*	-6	-17	-31	-0.8	8	98	0	98
44	COc1ccc(-c2cc3ccc(OCc4nn[nH]n4)cc3oc2=O)cc1OC	5	-1	-5	4	-39	3.4	-32	93	-2	105
45	CCN(CC)S(=O)(=O)c1ccc(/C=C/C(=O)Nc2ccc(F)c(F)c2F)cc1	5	-3	5	0	-23	-3.7	-3	23	7	26
46	Cc1ccc(N(CC(=O)NCc2ccco2)C(=O)CCC(=O)Nc2ccccn2)cc1C	12	0	-5	26	-75	-1.7	5	94	3	88
47	O=C1c2ccccc2C(=O)N1CC1=NCCc2ccccc21	10	-1	3	5	-16	-1.1	-5	93	-1	99
48	Cn1c(=O)c2cc(S(=O)(=O)NC(C(=O)Nc3cccnc3)c3ccccc3)ccc2n(C)c1=O (stereo not given)	38	0	-4	6	-25	-0.1	/	98	0	97
49	CC(=O)N(C)c1ccc(OCC(O)COc2ccc(N(C)C(C)=O)cc2)cc1	26	2	-7	-16	-21	-2.8	-8	97	0	98
50	Cc1cccc(NC(=O)C2CCCN(S(=O)(=O)c3cccc4nsnc34)C2)n1 (stereo not given)	4	-1	-8	-10	-10	0.6	/	90	5	88
51	Cc1cc(C)cc(NC(=S)NCc2ccc3[nH]c4c(c3c2)CCCC4)c1	11	/	1	-3	19	-4.3	-2	35	-5	44
52	CC(C)(C)NC(=O)NC(=O)Cn1ccsc1=N	9	-4	1	2	-10	-1.2	/	88	2	83
53	CCCc1cc(-c2nc(-c3ccc(Br)cc3)cs2)ccn1	9	-7	-5	2	-12	5.0*	/	69	9	77
54	Cn1cc(/C=C2/SC(=O)N(CC(=O)Nc3ccc4c(c3)OCO4)C2=O)c2ccccc21	3	/	6	13	-28	-6.1	-17	47	4	48
55	COc1ccccc1OCC(=O)Sc1ccc(C)cc1	4	-1	-8	6	-21	-1.3	7	103	-1	90
56	CCOc1ccccc1OCC(=O)Nc1nnc(C)s1	19	0	-20	0	-52	-2.4	/	94	5	86

Additional entries follow:
no.	Structure	Measles CPE	Phagocyt inh	Yeast life ext	GALR2 antag	Yeast growth inh	MRP-1 activ	E-sel TNF inh	HCT116 bCat-KO	NPY Y2 blocker	PTEN del growth
57	CCN1CCN(S(=O)(=O)c2cccs2)CC1	13	-2	-5	-7	5	-3.9	10	98	1	104
58	N#C/C(=C\c1cccn1-c1ccccc1)C(=O)NC1CCCCC1	2	2	-3	3	-22	-3.3	/	21	7	20
59	Cc1ccc(-c2ccc(CCC(=O)O)n2Cc2ccco2)cc1	5	-1	-10	7	-28	-2.7	11	92	1	91
60	CCNC(=O)CSc1nc2cc([N+](=O)[O-])ccc2n1-c1cccc(C(F)(F)F)c1	5	-14	0	-18	-35	-3.0	-3	80	10	81
61	O=C1c2ccccc2NC2(CCCCC2)N1N=C1CCCCC1	14	-6	-4	-2	6	0.2	/	92	0	86
62	CC1CCN(C(=O)Cn2c(=O)oc3ccccc32)CC1	15	/	4	13	-39	-2.3	-56	92	2	95
63	COc1ccc(/C=C(/C#N)C(=O)NC2CCCCC2)cc1Br	9	/	10	9	-53	-1.5	32	93	4	89
64	COc1ccc(CCC(=O)Nc2ccc(Br)cn2)cc1	2	-1	-9	-1	-35	-1.0	-31	95	4	87
65	O=C(Nc1ccccc1)c1cc2ccccc2[nH]1	2	-5	-3	9	-28	-2.9	-2	74	6	66
66	Cc1ccc(C(=O)CCC2CCCCC2=O)cc1 (stereo not given)	25	-1	-8	-6	-15	1.3	3	85	0	86
67	NC(=S)Nc1cccc2cnccc12	22	0	-15	3	-9	-2.4	20	103	1	100
68	COc1ccc(N2CCN(CCNC(=O)c3nnc(Cc4c(F)cccc4Cl)o3)CC2)cc1	5	-2	-9	-15	-26	-2.4	32	73	2	78
69	CCOc1ccc(N=c2oc3cc(O)ccc3cc2C(=O)NCC2CCCO2)cc1 (stereo not given)	17	1	-5	0	-55	-2.0	14	101	6	102
70	CCc1ccc(Nc2nnc(SCC(=O)NCCN3C(=O)CSC3=O)s2)cc1	17	-3	0	3	-6	-0.3	/	77	0	109
71	Cc1nn(Cc2ccc(F)cc2)c(C)c1NC(=O)c1noc2c1CCc1ccccc1-2	2	0	-12	3	-10	1.1	/	78	7	89
72	Cc1cc(=O)[nH]c(N/N=C/c2ccc(C)o2)n1	4	-2	-2	8	-12	-0.7	14	88	0	96

Not a hit list; 6.2% or so of the library scored in one or more.
